# WRN inhibitor – qHTS for Inhibitors of WRN Helicase | Bifunctional 3'-5' exonuclease/ATP-dependent helicase WRN (Homo sapiens), Q14191 | WRN helicase unwinding, fluorescent forked duplex, kinetic | Potency, µM (doses to about 114 µM), for the others: at the highest dose activity change, negative = inhibition, most hits filed as inhibitors | 0.46% of 360,000 active | AID 651768, 2012; also: potency is read from the fitted curve at half-maximal effect; % is scaled to controls: 0 for no effect and ±100 for the full control effect; nearly all actives have a fitted effect of over 55% in size
# Target sequence (Q14191 whole entry, looked up): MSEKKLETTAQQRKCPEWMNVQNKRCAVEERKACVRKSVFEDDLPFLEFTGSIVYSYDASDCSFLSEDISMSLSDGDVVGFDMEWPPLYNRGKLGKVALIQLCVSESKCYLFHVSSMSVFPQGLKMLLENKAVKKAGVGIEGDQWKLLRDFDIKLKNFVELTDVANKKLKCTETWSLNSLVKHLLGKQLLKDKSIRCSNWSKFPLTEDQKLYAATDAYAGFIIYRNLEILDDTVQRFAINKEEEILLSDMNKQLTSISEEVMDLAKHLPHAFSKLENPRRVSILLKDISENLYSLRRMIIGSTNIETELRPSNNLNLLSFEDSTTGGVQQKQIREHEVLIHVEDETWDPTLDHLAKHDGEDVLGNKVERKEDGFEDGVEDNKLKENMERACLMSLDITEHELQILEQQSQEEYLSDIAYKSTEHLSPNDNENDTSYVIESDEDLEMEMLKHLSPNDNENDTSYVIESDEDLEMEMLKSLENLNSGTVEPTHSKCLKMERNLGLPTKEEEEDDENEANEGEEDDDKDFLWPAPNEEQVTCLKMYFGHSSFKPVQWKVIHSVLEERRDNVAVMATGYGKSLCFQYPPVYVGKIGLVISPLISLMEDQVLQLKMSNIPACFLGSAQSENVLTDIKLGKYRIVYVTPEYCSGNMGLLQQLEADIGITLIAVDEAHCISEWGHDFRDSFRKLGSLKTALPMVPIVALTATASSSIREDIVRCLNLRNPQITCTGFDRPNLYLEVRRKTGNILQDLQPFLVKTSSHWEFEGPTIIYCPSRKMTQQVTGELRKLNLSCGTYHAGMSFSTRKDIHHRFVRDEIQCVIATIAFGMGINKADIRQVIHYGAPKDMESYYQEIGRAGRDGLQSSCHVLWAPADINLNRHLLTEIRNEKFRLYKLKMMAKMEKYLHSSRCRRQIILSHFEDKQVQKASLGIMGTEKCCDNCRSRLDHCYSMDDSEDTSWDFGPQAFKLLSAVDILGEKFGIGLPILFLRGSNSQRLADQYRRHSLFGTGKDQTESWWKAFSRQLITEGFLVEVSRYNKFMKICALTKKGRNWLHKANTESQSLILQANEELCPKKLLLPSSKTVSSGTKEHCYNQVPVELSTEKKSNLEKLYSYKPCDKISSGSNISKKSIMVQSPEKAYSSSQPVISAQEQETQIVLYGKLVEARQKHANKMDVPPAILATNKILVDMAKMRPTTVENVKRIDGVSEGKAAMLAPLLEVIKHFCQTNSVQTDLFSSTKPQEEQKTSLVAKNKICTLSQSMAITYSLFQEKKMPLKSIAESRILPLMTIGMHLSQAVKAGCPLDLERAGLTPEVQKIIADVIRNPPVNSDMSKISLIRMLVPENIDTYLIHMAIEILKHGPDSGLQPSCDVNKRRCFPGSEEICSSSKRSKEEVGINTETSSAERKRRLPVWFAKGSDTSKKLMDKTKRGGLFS
#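 WRN at 20 nM final preincubated with compound 15 min at room temperature; reaction started with 100 nM fluorophore/quencher forked duplex oligonucleotide and 2 mM ATP final. Unwinding followed kinetically by red fluorescence (ex 525, em 598 nm).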
# EPAC1 ag – qHTS for Agonist of cAMP-regulated guanine nucleotide exchange factor 3 (EPAC1): primary screen. EPAC1 agonist qHTS, biochemical assay; response scale: 100% = response to 6.5 mM cAMP. Potency, µM (doses to about 154 µM), without a hit: at the top dose activation, most hits filed as activators. 0.073% of 360,000 active; also: potency is read from the fitted curve at half-maximal effect; nearly all actives have a fitted effect of over 60% in size
#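 Multi-concentration qHTS readout: loss of Rap1B-bound BODIPY-GDP fluorescence driven by 100 nM EPAC1 with excess GDP (50 uM), monitored kinetically at room temperature; agonist response expressed relative to 6.5 mM cAMP.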
# MmCpn inh – Inhibitors of TCP-1 ring complex (TRiC) of Methanococcus maripaludis (MmCpn): qHTS; AID 504842, 2011; purified Mm-Cpn ATPase, ADP Transcreener TR-FRET; 0.031% of 330,000 active; Potency, µM (doses to about 76.9 µM), without a hit: at the top dose activity, negative = inhibition, actives largely listed as inhibitors; Chaperonin Mm-Cpn (Methanococcus maripaludis); also: potency is read from the fitted curve at half-maximal effect; % is scaled to controls: 0 for no effect and ±100 for the full control effect; nearly all actives have a fitted effect of over 80% in size
#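 Measured: ADP formation by purified Mm-CPN. Conditions: 25 nM protein, 10 uM ATP, Tris pH 7.4 with Mg2+, K+ and DTT, 37°C for 30 min. Detection: Transcreener HTRF after 30 min at room temperature.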
# CCT modulator – High-Throughput Screening for Modulators of Cytosolic Chaperonin Activity; purified chaperonin ATPase assay, HTRF ADP detection, 30 min; activity change, % (no concentration beside the values), hits read low; 0.3% of 360,000 active; in the data active = activity change below about -30%; also: % is scaled to controls: 0 for no effect and ±100 for the full control effect
#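 First, chaperonin was dispensed at 40 nM or 20 nM final depending on batch activity. Next, compounds were pinned at 76 uM and ATP added at 10 uM. After 30 min at 37 °C, ADP detection reagents ran 30 min at ambient temperature.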
# EPAC1 antag – qHTS for Antagonist of cAMP-regulated guanine nucleotide exchange factor 3 (EPAC1): primary screen. EPAC1 GEF assay, Rap1b-BODIPY-GDP exchange fluorescence. Potency, µM (doses to about 115 µM), without a hit: top-dose activity change, negative = inhibition, actives largely listed as inhibitors. AID 720709, 2013. 0.14% of 360,000 active;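 also: potency is read from the fitted curve at half-maximal effect; plate controls were vehicle for no effect and positive control for full effect; nearly all actives have a fitted effect of over 50% in size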
# PLK1 PBD inh – qHTS for Inhibitors of PLK1-PDB (polo-like kinase 1 - polo-box domain): Primary Screen | Potency, µM, for inactives: max response, negative = inhibition, actives largely listed as inhibitors | Plk1 PBD binding of FITC phosphopeptide, fluorescence polarization | AID 720504, 2013 | Serine/threonine-protein kinase PLK1 (Homo sapiens), P53350 | 2.8% of 360,000 active; also: potency is read from the fitted curve at half-maximal effect; series mostly up to about 57 µM; % is scaled to controls: 0 for no effect and ±100 for the full control effect; nearly all actives have a fitted effect of over 65% in size
# EPAC2 antagonist – qHTS for Antagonist of cAMP-regulated guanine nucleotide exchange factor 2 (EPAC2): primary screen. Rap guanine nucleotide exchange factor 4 (Homo sapiens), Q8WZA2. EPAC2 GEF exchange of Rap1B-BODIPY-GDP, fluorescence. Potency, µM (highest dose often 114 µM), inactives show at the top dose activity, negative = inhibition, most hits filed as inhibitors. 0.18% of 360,000 active. AID 720708, 2013; also: potency is read from the fitted curve at half-maximal effect; % is scaled to controls: 0 for no effect and ±100 for the full control effect; nearly all actives have a fitted effect of over 45% in size; many of its hits are not listed in these tables
# PI5P4K alpha inh – qHTS for Inhibitors of phosphatidylinositol 5-phosphate 4-kinase (PI5P4K). Phosphatidylinositol 5-phosphate 4-kinase type-2 alpha (Homo sapiens), P48426. PI5P4Kalpha enzyme, ADP-Glo luminescence, 60 min; hits give low values. max response, %. 1.2% of 330,000 active; active = max response of -50% or lower; inconclusive = between -30% and -50%; inactive = -30% or higher; also: value at the top dose of about 77 µM; % is scaled to controls: 0 for no effect and ±100 for the full control effect
#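 Compounds were pin-transferred onto PI5P4Kalpha and substrate in HEPES pH 7.4 buffer with EGTA, CHAPS and 5% DMSO. ATP (5 microM final) started the reaction, which ran 60 minutes at room temperature before ADP-Glo detection.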
# Active calls of the source: *; ? = inconclusive; . = not tested or not shown; [ ] = dose if it differs, or a comment. Unless noted, calls follow the shape of the dose curve; as a rule, active = well fitted curve in the direction sought with a large enough effect; inconclusive = small, poorly fitted or top-dose-only effect, or another doubt; inactive = no such curve, though single readings can be large; an effect the other way counts as inactive or inconclusive. Some of the compounds tested. The share of hits here may be higher or lower than overall.
# Preview, three compounds:
# Keys – A = WRN inhibitor; B = EPAC1 ag; C = MmCpn inh; D = CCT modulator; E = EPAC1 antag; F = PLK1 PBD inh; G = EPAC2 antagonist; H = PI5P4K alpha inh
> CCN1C(=O)/C(=C2/Sc3ccc(OC)cc3N2C)SC1=Nc1ccc(OC)cc1
  A = -2% | B = -4% | C = 0% | D = 1.2 | E = -17% | F = -20% | G = 8% | H = -6

> CC(C)C(C)(C#N)NC(=O)COC(=O)C1CCN(S(=O)(=O)c2ccc3c(c2)OCCO3)CC1 (stereo not given)
  A = -8% | B = 0% | C = . | D = -4.2 | E = -3% | F = 2% | G = -6% | H = 0

> CCOc1ccc(Nc2cc(=O)oc3ccccc23)cc1
  A = -20% | B = 0% | C = 0% | D = -1.9 | E = -5% | F = -2% | G = -2% | H = .

# The list itself, from the first entry:
# Keys – A = WRN inhibitor; B = EPAC1 ag; C = MmCpn inh; D = CCT modulator; E = EPAC1 antag; F = PLK1 PBD inh; G = EPAC2 antagonist; H = PI5P4K alpha inh
> CCN1C(=O)/C(=C2/Sc3ccc(OC)cc3N2C)SC1=Nc1ccc(OC)cc1
  A = -2% | B = -4% | C = 0% | D = 1.2 | E = -17% | F = -20% | G = 8% | H = -6

> CC(C)C(C)(C#N)NC(=O)COC(=O)C1CCN(S(=O)(=O)c2ccc3c(c2)OCCO3)CC1 (stereo not given)
  A = -8% | B = 0% | C = . | D = -4.2 | E = -3% | F = 2% | G = -6% | H = 0

> CCOc1ccc(Nc2cc(=O)oc3ccccc23)cc1
  A = -20% | B = 0% | C = 0% | D = -1.9 | E = -5% | F = -2% | G = -2% | H = .

> CC(OC(=O)c1ccc(NS(=O)(=O)c2ccc3[nH]c(=O)[nH]c3c2)cc1)C(=O)Nc1ccc(Cl)cc1 (stereo not given)
  A = -19% | B = -1% | C = 3% | D = -0.6 | E = -13% | F = -1% | G = -15% | H = -22

> CC(c1ccccc1)N1C(=O)c2ccc(C(=O)Nc3ccc(Br)cc3C(=O)O)cc2C1=O (stereo not given)
  A = -15%[11.6 µM] | B = 10% | C = -3% | D = -0.5 | E = 11% | F = 24µM* | G = ? | H = -57*

> CCCCCC(=O)N1C[C@@H](n2cc(C3CC3)nn2)[C@H](O)C[C@@H]1c1ccccc1
  A = -2% | B = 2% | C = . | D = 0.3 | E = -5% | F = -4% | G = -4% | H = 7

> Cc1cc(=O)[nH]c(N/N=C/c2c(C)nn(-c3ccc(F)cc3)c2Cl)n1
  A = -14% | B = -7% | C = 1% | D = 2.4 | E = 10% | F = 2% | G = 11% | H = 7

> Cc1ccc(NC(=O)CSc2nnc(-c3ccncc3)o2)cc1C
  A = -7% | B = -10% | C = 0% | D = -1.0 | E = ? | F = -5% | G = -7% | H = -1

> CN(Cc1ccccc1)C(=O)COc1cc(Cl)ccc1Cl
  A = 1%[57.1 µM] | B = -6% | C = -2% | D = -0.7 | E = -5% | F = -6% | G = -13% | H = 4

> CCn1nnc(NC(=O)c2cc3ccccc3o2)n1
  A = 13% | B = 3% | C = -1% | D = -0.1 | E = 9% | F = -2% | G = 10% | H = .

# Nothing new here: an excerpt of the list.
# Keys – A = WRN inhibitor; B = EPAC1 ag; C = MmCpn inh; D = CCT modulator; E = EPAC1 antag; F = PLK1 PBD inh; G = EPAC2 antagonist; H = PI5P4K alpha inh
> CCN1C(=O)/C(=C2/Sc3ccc(OC)cc3N2C)SC1=Nc1ccc(OC)cc1
  A = -2% | B = -4% | C = 0% | D = 1.2 | E = -17% | F = -20% | G = 8% | H = -6

> CC(C)C(C)(C#N)NC(=O)COC(=O)C1CCN(S(=O)(=O)c2ccc3c(c2)OCCO3)CC1 (stereo not given)
  A = -8% | B = 0% | C = . | D = -4.2 | E = -3% | F = 2% | G = -6% | H = 0

# Next section
# Keys – A = WRN inhibitor; B = EPAC1 ag; C = MmCpn inh; D = CCT modulator; E = EPAC1 antag; F = PLK1 PBD inh; G = EPAC2 antagonist; H = PI5P4K alpha inh
> CC(=O)NCCCc1nc2ccccc2n1Cc1ccccc1F
  A = -3% | B = -4% | C = 2% | D = 0.8 | E = 6% | F = -5% | G = 0% | H = 0

> CC(=O)N1CCc2cc(S(=O)(=O)CCC(=O)NCCc3ccc(Cl)cc3)ccc21
  A = -2% | B = 9% | C = -3% | D = 1.0 | E = -8% | F = -9% | G = 6% | H = -4

> Cc1cccc(CNC(=O)c2ccc(NC(=O)C3=CSCCO3)cc2)c1
  A = 7% | B = 6% | C = -1% | D = -3.0 | E = -2% | F = 27µM* | G = -7% | H = ?

> CC(C)CCNC(=O)c1csc2c1CCCCC2
  A = -7% | B = -7% | C = 1% | D = -1.0 | E = 4% | F = 3% | G = -3% | H = 8

> CCCCCc1ccc(-c2cn(Cc3ccc4ccccc4c3)nn2)cc1
  A = 3% | B = -3% | C = 1% | D = -0.2 | E = 29% | F = -3% | G = 6% | H = -1

> CC12COC3(C(=O)N4CCN(c5ccccn5)CC4)CC1CCC32C (stereo not given)
  A = 3% | B = -8% | C = 0% | D = -0.4 | E = 19% | F = -6% | G = -14% | H = 26

> Cc1ccc(Cl)cc1N1CCN(C(=O)CCCn2c(=O)c3cccn3c3cccnc32)CC1
  A = -5% | B = -9% | C = -3% | D = -1.7 | E = 9% | F = -6% | G = ? | H = 0

> CC1(c2nnnn2Cc2ccccc2)CCC(=O)N1Cc1cccs1 (stereo not given)
  A = 6% | B = -12% | C = . | D = 0.1 | E = -23% | F = -1% | G = -4% | H = -7

> CCOC(=O)Cc1csc(NC(=S)NC(=O)c2cc(OC)c(OC)c(OC)c2)n1
  A = 1% | B = 13% | C = -3% | D = -1.0 | E = 4% | F = -12% | G = 0% | H = -3

> CCOC(=O)c1nonc1NC(C)=O
  A = -5% | B = 0% | C = 0% | D = -1.7 | E = -22% | F = -6% | G = 4% | H = -1

# Next compounds follow:
# Keys – A = WRN inhibitor; B = EPAC1 ag; C = MmCpn inh; D = CCT modulator; E = EPAC1 antag; F = PLK1 PBD inh; G = EPAC2 antagonist; H = PI5P4K alpha inh
> NC(=O)c1ccc(C(F)(F)F)n(Cc2c(Cl)cccc2Cl)c1=O
  A = -13% | B = 10% | C = 1% | D = -0.9 | E = -21% | F = -1% | G = -12% | H = .

> COc1ccc(S(=O)(=O)NC(C)C(=O)NCc2ccco2)cc1OC (stereo not given)
  A = -9% | B = 6% | C = -1% | D = 0.0 | E = 0% | F = -8% | G = 7% | H = 3

> COc1ccc2nc(SCCN(C)C)[nH]c2c1
  A = -7% | B = 12% | C = -4% | D = -5.5 | E = -3% | F = -5% | G = 0% | H = -6

> CCc1nnc(NS(=O)(=O)c2ccc(NC(=S)Nc3ccc(F)cc3)cc2)s1
  A = 5% | B = 0% | C = -1% | D = -3.8 | E = -3% | F = -2% | G = 0% | H = 8

> CCN(CC)CCNc1ccnc2cc(Cl)ccc12
  A = 1% | B = 4% | C = 2% | D = 1.8 | E = 2% | F = -29% | G = 2% | H = .

> NC(=O)c1ccsc1NC(=O)C1CCCN1S(=O)(=O)c1ccc(Cl)cc1 (stereo not given)
  A = 3% | B = 1% | C = -3% | D = -1.8 | E = 1% | F = -4% | G = -1% | H = -12

> COc1ccc2oc(C(=O)OCC(=O)NC3CCS(=O)(=O)C3)c(C)c2c1 (stereo not given)
  A = 8% | B = -8% | C = . | D = 1.7 | E = 10% | F = -2% | G = 5% | H = -14

> O=C(Oc1ccc(-c2ccccc2)cc1)N1CCCCC1
  A = -23% | B = -5% | C = . | D = 2.5 | E = -10% | F = -3% | G = 3% | H = -2

> CNS(=O)(=O)c1cccc(C(=O)OC2CCCCC2=O)c1 (stereo not given)
  A = -4% | B = 2% | C = -2% | D = -2.7 | E = -8% | F = -11% | G = -2% | H = -11

> CCCCOc1ccc(CSC(CC(=O)O)C(=O)O)cc1 (stereo not given)
  A = 3% | B = -3% | C = 0% | D = 0.2 | E = -1% | F = -4% | G = 2% | H = 6

> Cc1cc(C(=O)CSc2nnc(-c3ccco3)o2)c(C)n1-c1ccc2c(c1)OCCO2
  A = -5% | B = 6% | C = -15% | D = 0.6 | E = 4% | F = -5% | G = -10%[57.1 µM] | H = -16

# Records listed above that bear a hit mark in PLK1 PBD inh.
# Keys – A = WRN inhibitor; B = EPAC1 ag; C = MmCpn inh; D = CCT modulator; E = EPAC1 antag; F = PLK1 PBD inh; G = EPAC2 antagonist; H = PI5P4K alpha inh
> CC(c1ccccc1)N1C(=O)c2ccc(C(=O)Nc3ccc(Br)cc3C(=O)O)cc2C1=O (stereo not given)
  A = -15%[11.6 µM] | B = 10% | C = -3% | D = -0.5 | E = 11% | F = 24µM* | G = ? | H = -57*

> Cc1cccc(CNC(=O)c2ccc(NC(=O)C3=CSCCO3)cc2)c1
  A = 7% | B = 6% | C = -1% | D = -3.0 | E = -2% | F = 27µM* | G = -7% | H = ?

# Screening results: PubChem, National Center for Advancing Translational Sciences (NCATS)
